Bioassay records (PubChem BioAssay)
PI4K2A inh = inhibitors of human PI4K2A. AID 1346378. purified PI4K2A, ADP-Glo luminescence, 1 h; hits give low values. Q9BTU6. activity change, negative = inhibition, % at 76.9 µM. 420,000 compounds, 0.13% hits; in the data active = activity change below about -50%; inconclusive = mostly about -30% to -49%;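 note: -100% = wells without enzyme as full effect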
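Compounds are screened against recombinant PI4K2A using PI as substrate and ATP, the latter dispensed at 300 microM. Reactions run one hour at ambient temperature before ADP-Glo detection; full inhibition defined by wells lacking enzyme.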
RXFP1 ag = RXFP1 (human) receptor agonism; AID 2676; Q9HBX9; 370,000 compounds, 0.3% hits; Potency, µM (highest dose often 57.5 µM), without a hit: top-dose activation, hits mostly activators; HEK293T-RXFP1 cAMP TR-FRET, 30 min; response scale: percent of porcine relaxin response, buffer zero; note: potency is the fitted concentration of half-maximal effect; % is set by controls: 0 for no effect and ±100 for the full control effect; nearly all actives have a fitted effect of over 60% in size; many of its hits are not listed in these tables
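Agonist response is measured as cAMP accumulation in an RXFP1-transfected HEK293T line under PDE4 inhibition. Values are scaled between buffer-only and 29 nM porcine relaxin, and EC50s come from standard Hill equation fits.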
mIDH1 inhibitor = inhibitors of human mutant IDH1 R132H; AID 602179; IDH1-R132H enzyme, NADPH consumption, diaphorase/resazurin fluorescence; 390,000 compounds, 0.093% hits; O75874; Potency, µM (highest dose often 76.6 µM), inactives show at the highest dose activity change, negative = inhibition, hits mostly inhibitors; note: potency is the fitted concentration of half-maximal effect; % is set by controls: 0 for no effect and ±100 for the full control effect; nearly all actives have a fitted effect of over 65% in size
Target sequence (O75874 whole entry R132H, stated change not applied): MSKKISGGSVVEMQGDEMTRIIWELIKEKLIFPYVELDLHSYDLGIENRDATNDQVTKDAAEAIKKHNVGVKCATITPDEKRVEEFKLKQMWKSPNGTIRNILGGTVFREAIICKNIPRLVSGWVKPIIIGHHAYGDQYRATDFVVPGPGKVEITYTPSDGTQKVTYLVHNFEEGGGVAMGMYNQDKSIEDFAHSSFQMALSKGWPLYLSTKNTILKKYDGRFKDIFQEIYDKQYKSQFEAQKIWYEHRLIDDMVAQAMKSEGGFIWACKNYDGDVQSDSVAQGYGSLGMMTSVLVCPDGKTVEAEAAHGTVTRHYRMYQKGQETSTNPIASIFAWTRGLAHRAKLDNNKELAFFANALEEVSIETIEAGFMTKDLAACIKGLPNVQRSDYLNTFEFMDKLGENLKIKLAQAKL
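IDH1-R132H (0.5 ug/mL) preincubated 30 min with compound, then NADPH (0.016 mM) and alpha-KG (2 mM) added; 80 min at RT, pH 7.5. Remaining NADPH coupled via diaphorase/resazurin to fluorescence (540/590 nm); concentration-response curves normalized to no-enzyme control.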
Vif-APOBEC3F blk = Vif-A3F binding inhibition | HeLa A3F-eYFP + Vif (tagged APOBEC3F with the HIV-1 protein that degrades it), YFP fluorescence increase | Potency, µM (highest dose often 46.1 µM), for the others: at the top dose activity, negative = active | 390,000 compounds, 0.2% hits | AID 602313; note: potency is the fitted concentration of half-maximal effect; % of control where 0% means no effect; nearly all actives have a fitted effect of over 65% in size
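HeLa cells stably expressing Vif plus C-terminally eYFP-tagged A3F were seeded, incubated overnight at 37 deg C, dosed with compound, incubated overnight again at 37 deg C. Yellow fluorescence (Ex 488/Em 500-530) reported blocked Vif-mediated A3F-eYFP degradation.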
Vif-A3G inh = Vif-A3G binding inhibition. Potency, µM (doses to about 46.1 µM), without a hit: at the highest dose activity, negative = active, actives largely listed as inhibitors. HeLa A3G-eYFP + Vif (tagged APOBEC3G with the HIV-1 protein that degrades it), YFP fluorescence, overnight. 410,000 compounds, 0.076% hits. AID 602310;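 note: potency is the fitted concentration of half-maximal effect; % is set by controls: 0 for no effect and ±100 for the full control effect; nearly all actives have a fitted effect of over 60% in size; hits raise eYFP signal because A3G escapes Vif-driven loss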
Target sequence (Q9HC16 whole entry, looked up): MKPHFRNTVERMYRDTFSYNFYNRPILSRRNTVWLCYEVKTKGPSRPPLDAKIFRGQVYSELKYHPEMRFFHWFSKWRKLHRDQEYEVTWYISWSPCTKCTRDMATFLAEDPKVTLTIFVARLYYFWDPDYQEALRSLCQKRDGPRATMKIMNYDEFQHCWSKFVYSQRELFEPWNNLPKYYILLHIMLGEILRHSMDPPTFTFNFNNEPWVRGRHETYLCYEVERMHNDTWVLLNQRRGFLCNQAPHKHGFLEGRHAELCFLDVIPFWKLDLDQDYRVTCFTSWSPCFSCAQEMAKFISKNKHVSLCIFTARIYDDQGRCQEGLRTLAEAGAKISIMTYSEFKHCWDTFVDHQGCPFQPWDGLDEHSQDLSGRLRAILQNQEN
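Read-out is eYFP fluorescence (Ex 488/Em 500-530) from Vif-expressing HeLa A3G-eYFP cells; more signal means A3G escaped Vif-mediated degradation. Cells plated overnight, compound pinned in, incubated overnight at 37 deg C.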
USP1-UAF1 inh = USP1/UAF1 (human) deubiquitinase inhibition; recombinant USP1/UAF1, Ub-Rhodamine cleavage fluorescence; Potency, µM (titrated, usually from 57.1 µM), without a hit: at the highest dose activity change, negative = inhibition, usual class: inhibitors; 390,000 compounds, 0.23% hits; AID 743255; note: potency is the fitted concentration of half-maximal effect; % is set by controls: 0 for no effect and ±100 for the full control effect; nearly all actives have a fitted effect of over 60% in size; inactives centre near -12
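In this screen, compounds sit with the deubiquitinase complex (1nM) for 15 min at room temperature before Ub-Rho is added at 150nM final. Fluorescence rise is then followed for 6 reads every 60 seconds.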
LDHA inh = LDHA (human) enzyme inhibition | purified LDHA, NADH/diaphorase-resazurin fluorescence; hits give low values | activity change, % (values are at about 110 or 230 µM) | 480,000 compounds, 0.15% hits; in the data active = activity change below about -30%; inconclusive = mostly about -25% to -30%;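 note: plate controls were DMSO wells for no effect and wells without enzyme for full effect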
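Human LDH5 at 2 nM final in Tris HCl pH 7.4 with 0.06 mM NADH and 0.2 mM pyruvate, reacted 5 minutes at room temperature. Remaining NADH coupled via diaphorase/resazurin; resorufin fluorescence read at 0 and 20 minutes, normalized to enzyme-free and DMSO wells.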
Glioma ERSR ind = inducers of ER stress response in human glioma cells; U87-MG GRP78 promoter luciferase reporter, 16 h; Potency, µM, for the others: at the top dose activation, hits mostly activators; 420,000 compounds, 0.02% hits; note: potency is the fitted concentration of half-maximal effect; series mostly up to about 76 µM; % of control where 0% means no effect; nearly all actives have a fitted effect of over 35% in size
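Stably transfected U87-MG glioma cells carrying a GRP78-based luciferase sensor; 16 h compound incubation. Luminescence end-point read 10 min after Bright-Glo addition at room temperature.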
TrxR1 substrate = substrates of rat thioredoxin reductase 1. Potency, µM (top dose mostly 114 µM), inactives show top-dose activity change, negative = substrate turnover. purified TrxR1 substrate turnover, NADPH consumption readout. 390,000 compounds, 0.01% hits. AID 588456; note: potency is the fitted concentration of half-maximal effect; % is set by controls: 0 for no effect and ±100 for the full control effect; nearly all actives have a fitted effect of over 50% in size
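Rat TrxR1, dispensed at 90 nM, was prereduced with 400 uM NADPH (final) for 5 min at ~22 deg C, then incubated with compound 15 min before 400 uM selenite. A first-read NADPH fluorescence drop versus no-compound background flagged substrates.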
* = called active by the depositor; ? = inconclusive; / = no result given; & = joins results of further samples; [ ] = remark or other dose. Unless noted, calls come from the whole dose curve; as a rule, active = well fitted curve in the direction sought with a large enough effect; inconclusive = small, poorly fitted or top-dose-only effect, or another doubt; inactive = no such curve, though single readings can be large; an effect the other way counts as inactive or inconclusive. An excerpt; count on the stated rates, not on these rows.

SMILES | PI4K2A inh | RXFP1 ag | mIDH1 inhibitor | Vif-APOBEC3F blk | Vif-A3G inh | USP1-UAF1 inh | LDHA inh | Glioma ERSR ind | TrxR1 substrate
CCN(C(=O)COC(=O)CC1CCCCC1)c1c(N)n(Cc2ccccc2)c(=O)[nH]c1=O | 6 | -0.6% | 1% | -10% | -3% | -17% | -10 | -3% | 4%
O=C(Nc1ccc(Cl)cc1)OCCN1CCOCC1 | 2 | / | 3% | -11% | 0% | -20% | -9 | -1% | -6%[2.29 µM]
CCOc1ccc(C(=O)c2ccc([N+](=O)[O-])cc2Cl)cc1 | -2 | 0.3% | 4% | -1% | -2% | -8% | 0 | -2% | 2%
COc1ccc(C(=O)Nc2ccc3c(c2)nc(CCNC(C)=O)n3C)cc1 | 0 | 2.0% | 3% | 0% | -4% | 6% | -1 | -1% | 2%
COC(=O)C1=C(N)OC2=C(C(=O)CC(C)(C)C2)C1c1ccoc1 (centres undefined) | -7 | 0.0% | 4% | 7% | 1% | -8% | 16 | -5% | -4%
O=C(/C=C/c1cccc([N+](=O)[O-])c1)NCc1ccccc1 | -3 | 1.5% | -1% | 2% | -6% | 4% | -14 | -6% | 7%[57.1 µM]
COC(=O)CN(c1ccc2c(c1)OCCO2)S(=O)(=O)c1ccccc1 | 6 | 0.5% | 8% | -2% | 2% | -13% | 1 | -1% | -13%
CC(Cl)C(=O)c1c(N)n(C)c(=O)n(C)c1=O (centres undefined) | 4 | -0.2% | 18% | -15% | -1% | 1% | -2 | -1% | -4%
Cc1ccccc1-n1nnnc1SCc1ncc(-c2ccccc2)o1 | -3 | -0.1% | 3% | 1% | 0% | -16% | 3&1 | -3% | -10%[57.1 µM]
Cc1cccc(C)c1OCCNC(=O)C(=O)NCc1ccco1 | -5 | -1.4% | -19% | 5% | ? | -4% | -5 | -4% | 0%
Clc1cc(Cl)cc(Nc2ccccc2CN(C/C=C/c2ccc3c(c2)OCO3)Cc2ccccc2)c1 | -8 | / | 3% | -13% | -4% | -15% | 0 | -3% | /
CC1(C)Oc2c(ccc(O)c2CN2CCOCC2)C2=C1CCCC2 | 1 | / | 8% | -18% | -3% | -19% | 10 | -5% | -1%[11.4 µM]
Cc1c(C#N)c(O)[nH]c(=O)c1N=Nc1ccc(Br)cc1C(=O)O | -6 | 0.1% | 15% | -5% | 5% | ? | 16 | -6% | ?
CCOc1ccc(C=NNC(=O)c2ccc(-n3cnnn3)cc2)cc1 | 3 | / | 0% | -3% | 4% | -2% | -10 | -2% | 1%
Cc1cc2oc(=O)cc(CN(C)Cc3ccccc3)c2cc1C(C)C | 1 | 4.9% | 4% | 8% | -4% | ? | 2 | -4% | 0%[57.1 µM]
CCC(C)(C(=O)NC1CCCC1)N(C(=O)CNC(=O)c1ccccc1)c1c(C)n(C)n(-c2ccccc2)c1=O (centres undefined) | 5 | 1.2% | 8% | ? | -4% | -1% | -7 | 1% | 12%[57.1 µM]
CNC(=O)OCc1cccc(COC(=O)NC)n1 | -10 | 1.2% | 5% | 7% | 1% | -14% | -5 | -3%&-3% | 12%[57.1 µM]
CCc1cc2cc(C(=O)Nc3ccc(C)cc3)sc2s1 | 0 | 6.2% | -9% | -11% | 0% | -4% | -12 | -8% | -3%[57.1 µM]
COCCNC(=O)Cn1c(=O)n(CCC(=O)NCCc2ccccc2)c(=O)c2ccccc21 | 0 | 1.6% | 5% | 1% | 0% | -6% | -5 | -2% | -4%
CC(Sc1nnc(C(F)(F)F)n1C)C(=O)Nc1ccc(S(N)(=O)=O)cc1 (centres undefined) | -1 | 1.9% | 3% | 2% | 3% | -27% | -3 | -3% | -2%
O=C(O)c1cc(C2CC2)nc2ccccc12 | 2 | -0.2% | -6% | 10% | 2% | 15% | -4 | -3% | 11%[57.1 µM]
COc1ccc(CCN2CC(C(=O)N(C)CC(=O)Nc3ccc(Cl)c(C(F)(F)F)c3)CC2=O)cc1OC (centres undefined) | 2 | 1.3% | 9% | 1% | 2% | -18% | 0 | -2% | -6%
COc1cc(NC(=O)CN2C(=O)C(=O)N(C3CCCC3)C2=O)cc(OC)c1 | 1 | -2.1% | 3% | -9% | 2% | -6% | 1 | -3% | 1%
COc1cc(NC(=O)COc2ccc(-n3cnnn3)cc2)cc(OC)c1OC | -3 | / | 7% | 0% | 0% | -7% | -5 | -2% | 12%
COc1ccc(CNC(=O)C2CCCN(S(=O)(=O)N(C)c3ccc(F)cc3)C2)cc1OC (centres undefined) | -1 | 0.4% | -8% | 4% | 3% | -26% | 1 | -2% | -5%
SMILES | PI4K2A inh | RXFP1 ag | mIDH1 inhibitor | Vif-APOBEC3F blk | Vif-A3G inh | USP1-UAF1 inh | LDHA inh | Glioma ERSR ind | TrxR1 substrate
COc1ccc(-c2nnc(SCC(=O)Nc3ccc(C)cc3)n2C)cc1 | 0 | 0.1% | -2% | -5% | 1% | 3% | 2 | -1% | 7%
CC(C)CNC(=O)C(=O)NN=C1CCCCCC1 | 2 | -0.2% | 5% | -2% | -1% | -6% | -1 | -3% | -2%
COc1cccc(CN(C)C(=O)c2ccc(Cl)c(S(=O)(=O)N3CCCCCC3)c2)c1OC | 0 | / | -9% | 4% | 6% | -15% | -6 | 0% | -6%
CCn1cc(/C=C(\NC(=O)c2ccccc2OC)C(=O)N2CCOCC2)c2ccccc21 | 3 | / | -3% | 1% | -1% | -21% | -5 | -1% | /
O=C(CSc1nccn1-c1cccc(Cl)c1)Nc1cccc2ccccc12 | 0 | 1.3% | -2% | 10% | 0% | -5% | 3&-1 | -1% | 4%[57.1 µM]
O=C(CN1C(=O)NC2(CCCC2)C1=O)NCc1ccc(Cl)cc1 | 2 | / | -21% | 1% | -6% | -1% | -15 | -3% | -3%
COc1ccc(C)cc1NC(=O)CNC(C)C(=O)Nc1cc(Cl)ccc1Cl (centres undefined) | 4 | -2.9% | 6% | -16% | 7% | -18% | 1 | -4% | 0%
CC(=O)c1ccc(OCC(=O)Nc2c(C)nn(-c3ccccc3)c2C)cc1 | -3 | 1.9% | 4% | -3% | -4% | -8% | -1 | -2% | 0%
O=C(Cn1c(=O)oc2ccccc21)Nc1ccc(Cl)cc1 | 4 | -0.1% | 11% | -20% | 0% | -23% | -1 | 3% | -2%
Cc1ccc(C(=O)Nc2nnc(-c3ccco3)o2)cc1 | -8 | 3.8% | 5% | -3% | 0% | 0% | 4&-3 | -11% | -8%
COc1cccc(N2CCN(c3ncnc4onc(-c5ccc(F)cc5)c34)CC2)c1 | -1 | 0.3% | -16% | 1% | -8% | 17% | -4 | 2% | -1%
Cn1c(SCc2ccccc2)nc2ccsc2c1=O | 5 | -1.6% | 8% | 2% | -7% | -4% | 1 | 5% | 9%[57.1 µM]
CCCCn1c(-c2ccoc2C)n[nH]c1=S | -5 | -0.1% | 6% | 3% | 1% | -20% | 1 | -2% | 4%
O=C(Nc1cc([N+](=O)[O-])ccc1C(=O)Nc1cccnc1)c1ccccc1 | 1 | -0.4% | 6% | -8% | -12% | -1% | -5 | -5% | -6%
COc1cccc2[nH]c3ccccc3c(=O)c12 | 1 | 6.6% | 14% | 3% | 6% | -20% | -3 | 1% | 393%[activator]
Cc1ccccc1Nc1c(-c2ccc(Br)o2)nc2ccc(Cl)cn12 | 3 | -0.5% | 0% | -7% | -10% | -2% | -3 | -5% | 16%
O=[N+]([O-])c1ccc(/C=N/NC(=S)Nc2ccccc2F)o1 | -1 | 0.6% | 5% | ? | -2% | -7% | 0 | -2% | -11%
COC(=O)CNS(=O)(=O)c1ccc(C)cc1 | 2 | -0.4% | 5% | 3% | -4% | -15% | -5 | -2% | 12%[57.1 µM]
COc1ccc(C(=O)Nc2ncc(C)s2)cc1S(=O)(=O)N1CCCC1 | 3 | -1.2% | -12% | -2% | -3% | 2% | -3 | -2% | -4%
Cc1c(NS(=O)(=O)c2cccc(C(=O)N3CCCC3)c2)c(=O)n(-c2ccccc2)n1C | 2 | / | -2% | 3% | 0% | -21% | -10 | -1% | 7%
CC(NC(=O)CN(C)CC(=O)Nc1ccccc1Br)c1ccccc1 (centres undefined) | -1 | -2.5% | 7% | 1% | 3% | -21% | -15 | -1% | 5%
CCOc1ccc(NC(=O)C2CCN(C(=O)N3CC(C)Oc4ccc(Cl)cc43)CC2)cc1 (centres undefined) | -2 | -0.7% | -7% | -1% | 3% | -15% | -5 | -3% | -8%
CCOc1ccc(N2C(=O)/C(=C\c3ccccc3OC)S(=O)(=O)C2c2cccc([N+](=O)[O-])c2)cc1 (centres undefined) | 3 | 3.0% | 1% | 2% | 0% | -6% | -2 | -6% | -1%
O=C(NCc1ccc(F)cc1)c1c(O)c2cccc3c2n(c1=O)CCC3 | 4 | 2.1% | 5% | 6% | -5% | -3% | -6 | -1% | 11%[57.1 µM]
Cc1cccc(OCC(=O)NC(=S)NNC(=O)c2ccncc2)c1 | -25 | -0.9% | 3% | 5% | 0% | -13% | -6 | 0% | 8%
O=C(Nc1ccc(N2CCCC2)cc1)c1ccc(Br)cc1 | 0 | -2.2% | -10% | 13% | 3% | ? | -3 | -5% | -6%
